Source: PubChem BioAssay (several laboratories)
CAL PDZ FP-1 = blocks peptide binding to human CAL PDZ domain. inhibition, % at 20 µM. AID 504414. purified CAL PDZ, TMR-peptide fluorescence polarization, 1 h. 0.02% of 330,000 active;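 active = highest replicate inhibition of at least 40%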;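 also: plate controls were DMSO neutral control wells for no effect and unlabeled competitor peptide control wells for full effect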
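Assay system – tagged CAL PDZ protein CerCALP, purified · Timing – 1 h at RT · Compound – single point, 20 µM · Measured by – fluorescence polarization from S- and P-plane intensities, G-factor corrected · Evaluation – inhibition from polarization loss · Probe or stimulus – TMR reporter peptide T*-PRC34 · Buffer or medium – pH 7.4 phosphate-saline buffer, reducing agent, detergent, IgG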
DAGLB inh = blocks human DAGLB lipase activity; HEK293T DAGLB membrane lysate, EnzChek fluorogenic substrate; inhibition, % at 5.17 µM; 0.059% of 340,000 active; AID 504411; in the data active = inhibition above about 34%;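 also: 0% = enzyme with vehicle and 100% = wells lacking enzyme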
Cardiac RTF inh = cardiac RTF calcium desensitization | inhibition, % at 7.15 µM | 0.12% of 340,000 active | AID 493244 | IANBD-labeled cardiac RTF, Ca2+ fluorescence | P19429+P45379;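 active = inhibition above the mean inhibition of all tested compounds plus 3 SD, cut at about 17% in these data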;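 also: assay run at fixed EC70 calcium of 1.6 mM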
LANA DNA inh = inhibitors of KSHV LANA C-terminal domain DNA binding; MBP-C-LANA/FAM-LBS DNA binding, fluorescence polarization; inhibition, % at 9 µM; 0.078% of 340,000 active;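 active = highest replicate inhibition at or above 60% at 9 µM, even if other replicates fall short; inactive = all replicates below 60% inhibition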;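 also: 0% = neutral control wells and 100% = 4 µM acridine orange control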
PKA-R2B act = PKA-R2B complex activation; PKA-R2B holoenzyme dissociation, Cy5-IP20 fluorescence polarization; R2B truncated from residue 108, S112A mutant; 0% DMSO only, 100% 113 µM cGMP; activation, % at 11.4 µM; 0.079% of 340,000 active; P22694+P31323;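 active = activation above a cutoff set at the mean over all compounds plus 3 SD, cut at about 18% in these data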;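 also: higher means more holoenzyme dissociation and a rise in polarization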
Target sequence (P31323 whole entry, looked up, other chains not shown, the tested form may be a part): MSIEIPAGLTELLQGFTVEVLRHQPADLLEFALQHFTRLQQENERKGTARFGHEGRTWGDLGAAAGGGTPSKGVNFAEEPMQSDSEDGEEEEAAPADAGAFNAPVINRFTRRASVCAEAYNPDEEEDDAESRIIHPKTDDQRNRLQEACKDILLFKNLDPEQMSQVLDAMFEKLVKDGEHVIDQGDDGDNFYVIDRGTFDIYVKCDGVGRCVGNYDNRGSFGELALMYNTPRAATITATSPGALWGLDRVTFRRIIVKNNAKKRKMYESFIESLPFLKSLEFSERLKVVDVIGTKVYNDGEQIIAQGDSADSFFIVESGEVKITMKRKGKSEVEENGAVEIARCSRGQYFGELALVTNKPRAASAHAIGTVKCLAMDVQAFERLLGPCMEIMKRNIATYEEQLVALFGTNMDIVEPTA
cardiac RTF act = increases calcium sensitivity of human cardiac regulated thin filaments; AID 493008; activation, % at 7.2 µM; IANBD-labeled TnC RTF fluorescence at EC20 calcium; 0% EC20 calcium, 100% full calcium; 0.24% of 340,000 active; P19429+P45379;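 active = activation above the mean over all tested compounds plus 3 SD, cut at about 30% in these data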;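 also: rise in fluorescence read as greater calcium sensitivity of cardiac thin filaments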
Keap1-Nrf2 PPI = Keap1-Nrf2 (human) interaction inhibition; AID 504523; 0.15% of 340,000 active; inhibition, % at 9.4 µM; Keap1 Kelch-Nrf2 peptide fluorescence polarization, 1536-well; Q14145; in the data active = inhibition above about 12%;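 also: human Keap1 Kelch domain with fluorescein labeled Nrf2 9mer peptide probe; 0% = neutral control wells and 100% = peptide positive control; higher means more block of Keap1 binding to Nrf2 peptide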
SR-BI DiI-HDL act = enhances SR-BI lipid uptake from DiI-HDL | CHO ldlA[mSR-BI] cells, DiI-HDL uptake fluorescence, 3 h; 100 = double the neutral-control signal | activation, % at 12.5 µM | 0.096% of 320,000 active;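 active = mean replicate activation of at least 60% and every replicate at or above 60%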;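 also: 0% = median plate neutral-control signal and 100% = twice that signal; values of inactives mirror those of a sister screen read the other way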
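Assay system: CHO ldlA[mSR-BI] cells, LDL receptor-null, SR-BI overexpressing; medium: Ham's F12 with 0.5% BSA, HEPES 25 mM, pH 7.4; also added: DiI-HDL 10 µg/mL; timing: 3 h uptake period with compound, 37 °C; signal: DiI fluorescence, bottom read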
CAL PDZ FP-2 = inhibitors of human CAL PDZ peptide binding. Q9HD26. purified CAL PDZ, TMR-peptide fluorescence polarization, 1 h. inhibition, % at 24.9 µM. 0.92% of 300,000 active. AID 602252;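 active = mean inhibition of at least 30% with at least half of replicates also reaching 30%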;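 also: 0% = DMSO neutral control and 100% = excess unlabeled competitor peptide PRC23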
Rtt109 Vps75 = inhibitors of Candida albicans Rtt109/Vps75 histone acetyltransferase | Q5AAJ8 | purified Rtt109/Vps75, ThioGlo CoA-SH fluorescence, 4 h | inhibition, % at 34.9 µM | 0.16% of 330,000 active;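 active = inhibition of at least 50% in every replicate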
Target sequence (Q5AAJ8 whole entry, looked up): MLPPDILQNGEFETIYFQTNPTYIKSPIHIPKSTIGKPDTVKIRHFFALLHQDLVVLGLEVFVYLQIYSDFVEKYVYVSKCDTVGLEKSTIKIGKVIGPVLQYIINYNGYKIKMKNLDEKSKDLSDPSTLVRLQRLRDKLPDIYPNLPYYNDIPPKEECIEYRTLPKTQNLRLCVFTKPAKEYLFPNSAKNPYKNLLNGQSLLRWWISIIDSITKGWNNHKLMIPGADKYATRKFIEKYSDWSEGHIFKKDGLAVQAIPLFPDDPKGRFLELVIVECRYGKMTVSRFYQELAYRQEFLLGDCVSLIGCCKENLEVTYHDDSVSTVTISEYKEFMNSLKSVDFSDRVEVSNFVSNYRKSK
* = called active by the depositor; nt = not tested or not shown.

SMILES	CAL PDZ FP-1	DAGLB inh	Cardiac RTF inh	LANA DNA inh	PKA-R2B act	cardiac RTF act	Keap1-Nrf2 PPI	SR-BI DiI-HDL act	CAL PDZ FP-2	Rtt109 Vps75
CCOC(=O)C1CCN(C(=O)C2CCCN(c3ncnc4c3nc3n4CCCCC3)C2)CC1 (stereo not drawn)	-2.5	-1	6	-0.4	-3	7	-3	9	-7	-2
Cc1c(NC(=O)c2ccc(N(C)S(C)(=O)=O)cc2)c(=O)n(-c2ccccc2)n1C	-2.0	-1	-6	-1.4	12	-3	-5	16	0	-6
Cc1ccc(NC(=O)CCNS(=O)(=O)c2ccc3[nH]c(=O)oc3c2)cc1C	-0.7	1	-3	1.2	2	-3	-3	-8	-4	4
O=C(O)CCCC(=O)N1N=C(c2ccccc2)CC1c1cccs1 (stereo not drawn)	0.1	2	-6	-1.7	-4	0	2	10	0	-8
CC1CCN(CC(=O)Nc2sc3c(c2C#N)CCC3)CC1	nt	-6	-4	-0.8	-6	2	-2	-22	-1	8
CN(C)S(=O)(=O)Oc1ccc(Cl)cc1C(=O)Nc1cccc(C(F)(F)F)c1	nt	-9	4	-0.1	-6	1	-1	-33	-4	1
Cc1ccc(CNC(=O)COC(=O)Cc2ccc(-c3ccccc3)cc2)cc1	-0.8	-12	2	-0.8	-5	-1	-4	-7	3	-11
O=C(CSc1ncnc2sccc12)Nc1ccccc1	-2.2	-1	-17	0.4	-5	6	-7	13	-5	1
CCc1ccc(CN(C)C(=O)c2cc(COc3ccc(OC)cc3Cl)on2)nc1	-2.0	-4	7	0.4	3	3	-3	-2	1	-4
COc1ccc([C@@H]2C(C#N)=C(N)S[C@@H](c3ccccc3)[C@@H]2[N+](=O)[O-])cc1	0.0	1	12	-0.4	-12	0	-3	24	-1	1
O=S(=O)(c1ccc(Cl)cc1)n1ccc(-c2cccc(OCc3c(F)cccc3Cl)c2)n1	-0.4	-13	14	0.0	6	-1	-1	-49	-3	-2
OCC[C@@H]1C[C@@H](O)[C@H](O)[C@]2(OCCCc3ccccc32)O1	-0.9	-3	-11	1.3	2	-5	1	9	-2	-6
Cc1ccc(NC(=S)N(CCN2CCOCC2)Cc2cc3cc4c(cc3[nH]c2=O)OCO4)cc1	-0.7	0	-7	-0.6	2	7	-1	3	52*	nt
CC1(C)CC(=O)C=C(Nc2ccc(O)c(C(=O)O)c2)C1	-0.4	1	-7	0.1	-3	-3	-5	0	-4	-2
COC(=O)C(C)NC(=O)COc1ccc2ccccc2c1 (stereo not drawn)	-3.1	0	-21	0.1	-9	4	-7	nt	0	1

Two compounds from above with just Cardiac RTF inh.
| Compound | Cardiac RTF inh |
| --- | --- |
| Cc1c(NC(=O)c2ccc(N(C)S(C)(=O)=O)cc2)c(=O)n(-c2ccccc2)n1C | -6 |
| COc1ccc([C@@H]2C(C#N)=C(N)S[C@@H](c3ccccc3)[C@@H]2[N+](=O)[O-])cc1 | 12 |

For convenience, 3 of the compounds above:
SMILES	CAL PDZ FP-1	DAGLB inh	Cardiac RTF inh	LANA DNA inh	PKA-R2B act	cardiac RTF act	Keap1-Nrf2 PPI	SR-BI DiI-HDL act	CAL PDZ FP-2	Rtt109 Vps75
CCOC(=O)C1CCN(C(=O)C2CCCN(c3ncnc4c3nc3n4CCCCC3)C2)CC1 (stereo not drawn)	-2.5	-1	6	-0.4	-3	7	-3	9	-7	-2
Cc1c(NC(=O)c2ccc(N(C)S(C)(=O)=O)cc2)c(=O)n(-c2ccccc2)n1C	-2.0	-1	-6	-1.4	12	-3	-5	16	0	-6
Cc1ccc(NC(=O)CCNS(=O)(=O)c2ccc3[nH]c(=O)oc3c2)cc1C	-0.7	1	-3	1.2	2	-3	-3	-8	-4	4

New compounds follow
SMILES	CAL PDZ FP-1	DAGLB inh	Cardiac RTF inh	LANA DNA inh	PKA-R2B act	cardiac RTF act	Keap1-Nrf2 PPI	SR-BI DiI-HDL act	CAL PDZ FP-2	Rtt109 Vps75
O=c1cc(CSc2ccccn2)c2ccccc2[nH]1	-0.6	2	-5	-0.4	-12	-4	-3	25	-3	0
CC1=NNC(=O)C1CCC(=O)N/N=C/c1ccc(Cl)cc1Cl (stereo not drawn)	-0.8	17	-3	-1.7	8	-4	3	-7	4	1
COC(=O)c1c(NC(=O)CSc2nc(-c3ccco3)cc(C(F)(F)F)n2)sc2c1CCCC2	-2.9	0	3	-0.5	-2	5	2	3	-1	15
O=C(CCCN1C(=O)[C@H]2CC=CC[C@H]2C1=O)NCc1nc(-c2ccccc2)no1	0.2	2	-2	0.5	-6	5	-7	-18	-2	-1
Cc1nnc(NC(=O)Cc2cccs2)s1	-0.3	2	14	-0.5	-2	6	-1	7	-6	-2
CC(=O)NC(Cc1ccc(F)cc1)C(=O)NC1CCN(C(=O)Nc2cccc(C)c2)CC1 (stereo not drawn)	-0.1	-1	-3	0.8	-2	-5	0	10	-10	0
O=C(Cn1cc(-c2nnnn2-c2ccc(Cl)cc2)c(=O)c2ccccc21)c1ccccc1	0.0	1	-2	0.2	-5	2	1	-29	-3	-4
CCCn1nc(C(=O)OCC(=O)c2c(N)n(C)c(=O)n(C)c2=O)c2ccccc2c1=O	-1.3	1	-4	0.5	-8	4	-4	3	-3	-4
CCC1Sc2ccc(S(=O)(=O)CCC(=O)Nc3c(Cl)cc(OC)cc3OC)cc2NC1=O (stereo not drawn)	-0.7	3	-3	-0.2	-2	-4	-4	-10	1	0
CCN(CC)S(=O)(=O)c1cccc(NC(=O)/C=C/c2ccc([N+](=O)[O-])cc2)c1	1.9	-1	-3	0.9	-3	-4	2	-76	-1	-7
COc1ccc(NC(=O)Nc2ccc3c(c2)C(=O)N([C@H](C)CO)C[C@H](C)[C@@H](CN(C)C(=O)Nc2ccc(C(F)(F)F)cc2)O3)cc1	-1.2	4	-1	1.0	19*	1	3	-21	-1	18
Cc1cc(Oc2cc(N)cc([N+](=O)[O-])c2)ccc1Cl	0.0	1	2	-0.5	1	0	-4	8	-7	-5
O=C(Nc1ccc(CN2CCOCC2)cc1)c1ccc(-c2cccc([N+](=O)[O-])c2)o1	-2.2	2	1	0.6	-1	1	3	-72	6	0
CCn1c(SCC(=O)Nc2ccccc2F)nnc1-c1cnccn1	-2.0	2	-8	-1.0	-7	-1	-2	nt	-2	-10
CC(=O)N1N=C(c2ccco2)CC1c1ccc(C)cc1 (stereo not drawn)	-2.0	-1	-21	0.2	-1	4	5	4	-3	-4
Cc1ccc(OCCC(=O)NNC(=O)c2nn(C)c(=O)c3ccccc23)cc1	-1.4	-1	1	0.0	6	0	3	4	2	1
O=S(=O)(c1ccc(S(=O)(=O)N2CCOCC2)cc1)N1CCCC1	-0.6	-1	-5	1.8	5	5	1	-2	-2	4
CCCCNc1nc2ccccc2[nH]1	-0.4	2	-10	-0.4	6	-2	0	22	-5	1
O=C(NNC(=O)C12CC3CC(CC(C3)C1)C2)c1ccco1	-0.9	-1	-13	0.6	3	1	1	7	-2	-1
COc1ccc(CCNC(=O)CCCCn2c(=O)[nH]c3ccccc3c2=O)cc1OC	0.2	2	3	0.4	5	4	-4	nt	-4	-2
COc1ccc(C)cc1NC(=O)c1cc2c(s1)CCC2	-0.7	-14	4	-1.0	-20	1	2	12	2	-1
CCN1CC2=C(OC(N)=C(C#N)C2c2ccccc2)/C(=C\c2ccccc2)C1 (stereo not drawn)	nt	-3	-5	3.2	2	-1	-3	-8	-2	-4
Cc1ccc(CSCc2ccc(C(=O)O)o2)cc1	-0.9	0	-4	15	-10	7	-3	18	1	-20
Cc1nn2c(NCc3ccccn3)cc(C(C)(C)C)nc2c1-c1ccccc1	0.5	-8	-2	-0.7	8	1	-3	-18	-3	-2
O=C(Nc1ccc2nc(SCc3ccc(Cl)cc3)sc2c1)c1ccccc1C(=O)N1CCOCC1	-1.5	2	-1	-1.6	-3	4	-5	-34	-1	-8
O=[N+]([O-])C1=C(Nc2cccc3ccccc23)CS(=O)(=O)C1	-0.3	2	1	-0.1	-2	4	-4	3	nt	-2
Cc1ccccc1-c1nc(CN2CCC(C(=O)NC3CC3)CC2)c(C)o1	-2.5	1	-14	-1.3	-7	8	-2	9	0	-6
CC(NC(=O)COC(=O)c1cccs1)c1ccccc1 (stereo not drawn)	-1.8	-3	-10	-0.6	11	3	9	13	1	-1
CN(C)CCNc1ncnc2sc(-c3ccccc3)cc12	-8.7	1	4	-6.2	-7	2	1	9	-7	-2
Cc1cccc(NS(=O)(=O)c2ccc(C(C)(C)C)cc2)n1	-1.6	1	1	0.7	6	-1	1	35	-6	2
Cc1cc(C)cc(OCC(=O)N2CCN(c3ncccn3)CC2)c1	-1.5	-11	-6	-1.2	-5	-1	3	-25	0	5
Cn1c2c(c(=O)[nH]c1=O)C(NC(=O)c1ccco1)(C(F)(F)F)C(=O)N2 (stereo not drawn)	1.4	-1	3	3.0	-4	2	-7	15	-2	-5
CC1(C)CC(=O)C(C=NCc2ccccn2)=C(O)C1	-0.3	0	5	-0.9	0	4	-5	-9	-2	2
O=C(CCCn1c(SCc2ccccc2F)nc2ccccc2c1=O)NCC1CCCO1 (stereo not drawn)	-3.6	-2	-7	1.0	3	3	1	-22	0	-5
c1ccc(Nc2nnc(-c3cccnc3)s2)cc1	-0.3	0	-8	-0.3	-3	4	-2	nt	-1	nt
CS(=O)Cc1cc(Sc2ccccc2)nc(-c2ccncc2)n1 (stereo not drawn)	-0.2	1	11	-1.4	-2	3	3	17	-2	-7
CC(=O)c1cccc(NS(=O)(=O)c2ccc(-c3cc(C)no3)s2)c1	0.3	2	0	1.6	18	-6	3	20	-7	0
O=C(Nc1ccc(F)cc1F)N1CCCN(CCOc2ccccc2)CC1	-1.2	nt	nt	-0.3	nt	nt	-1	-4	nt	17
Cc1c(C(=O)NC2=NCCS2)oc2ccccc12	0.3	0	-9	0.5	-18	0	-1	-4	-5	-3
Clc1nssc1=Nc1ccccc1	-2.4	-1	-2	-0.7	-12	-2	0	9	1	2
CC(C)(SC(=S)N1CCOCC1)C(=O)O	1.4	-6	-15	1.0	8	2	2	-3	-6	0
Oc1ccc(C=NCC2COc3ccccc3O2)cc1 (stereo not drawn)	-2.6	-4	0	0.5	4	-5	-2	23	nt	-9
O=C(c1ccco1)N1CCN(C(=O)c2cccs2)CC1	-1.7	2	-6	0.7	-5	0	-1	15	-3	13
Cc1nnc(SCc2nc3sc(C(=O)O)c(C)c3c(=O)[nH]2)s1	-7.8	4	-11	0.1	6	9	0	14	-16	-11
COc1ccc(C(=O)Oc2ccc(Br)cc2C(=S)N2CCOCC2)cc1	-3.5	-5	7	0.9	-13	0	-4	-5	-3	19
CCCCNC(=O)N1CCOCCOCCN(C(=O)NCCCC)CCOCC1	-0.3	0	-4	0.4	-4	-5	1	17	2	-7
